rTrxR1 inhibitor: qHTS Assay for Inhibitors of Mammalian Selenoprotein Thioredoxin Reductase 1 (TrxR1): qHTS. recombinant rTrxR1, NADPH fluorescence consumption, selenite substrate. Potency, µM (highest dose often 114 µM), inactives show at the top dose activity change, negative = inhibition, usual class: inhibitors. hit rate 1% among 390,000. AID 588453, 2011; further: on the % scale 0 is the no-effect control and ±100 the full control effect; nearly all actives have a fitted effect of over 65% in size
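Rat TrxR1 (90 nM in the dispensed reagent) was pre-reduced with 400 uM NADPH for 5 min at room temperature, then incubated with compound for 15 min. After 400 uM selenite was added, NADPH fluorescence (Ex 340/Em 450 nm) was followed for 8 min.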
RGS4 inh: Inhibitors of Regulator of G Protein Signaling (RGS) 4: qHTS; Regulator of G-protein signaling 4 (Homo sapiens), P49798; Transcreener GDP fluorescence polarization, RGS4-accelerated GTP hydrolysis; Potency, µM (titrated, usually from 114 µM), without a hit: at the top dose activity change, negative = inhibition, actives largely listed as inhibitors; hit rate 0.039% among 390,000; further: on the % scale 0 is the no-effect control and ±100 the full control effect; nearly all actives have a fitted effect of over 75% in size; some results filed as inactive show a strong effect at the top dose
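MLSMR compounds (23 nl, pin-transferred) preincubated 10 min at room temperature with a 500nM (2x) first reagent, then RGS4 at 900nM (2x) plus Transcreener GDP mix added; fluorescence polarization (620/688 nm) read before and after 90 min at 30 °C.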
TrxR1 substrate: qHTS Assay for Substrates of Mammalian Selenoprotein Thioredoxin Reductase 1 (TrxR1): qHTS; Thioredoxin reductase 1, cytoplasmic (Rattus norvegicus), O89049; purified TrxR1 substrate turnover, NADPH consumption readout; Potency, µM (series often up to 114 µM), inactives show at the top dose activity change, negative = substrate turnover; hit rate 0.01% among 390,000; AID 588456, 2011; further: on the % scale 0 is the no-effect control and ±100 the full control effect; nearly all actives have a fitted effect of over 50% in size
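Rat TrxR1, dispensed at 90 nM, was prereduced with 400 uM NADPH (final) for 5 min at ~22 deg C, then incubated with compound 15 min before 400 uM selenite. A first-read NADPH fluorescence drop versus no-compound background flagged substrates.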
12-LOX inh: Primary qHTS assay for inhibitors of human arachidonate 12S-lipoxygenase (ALOX12): Round 2; Polyunsaturated fatty acid lipoxygenase ALOX12 (Homo sapiens), P18054; purified 12hLO, xylenol orange hydroperoxide absorbance; Potency, µM (series often up to 108 µM), for inactives: at the highest dose activity change, negative = inhibition, usual class: inhibitors; hit rate 1.1% among 580,000; further: on the % scale 0 is the no-effect control and ±100 the full control effect
Target sequence (P18054 whole entry, looked up): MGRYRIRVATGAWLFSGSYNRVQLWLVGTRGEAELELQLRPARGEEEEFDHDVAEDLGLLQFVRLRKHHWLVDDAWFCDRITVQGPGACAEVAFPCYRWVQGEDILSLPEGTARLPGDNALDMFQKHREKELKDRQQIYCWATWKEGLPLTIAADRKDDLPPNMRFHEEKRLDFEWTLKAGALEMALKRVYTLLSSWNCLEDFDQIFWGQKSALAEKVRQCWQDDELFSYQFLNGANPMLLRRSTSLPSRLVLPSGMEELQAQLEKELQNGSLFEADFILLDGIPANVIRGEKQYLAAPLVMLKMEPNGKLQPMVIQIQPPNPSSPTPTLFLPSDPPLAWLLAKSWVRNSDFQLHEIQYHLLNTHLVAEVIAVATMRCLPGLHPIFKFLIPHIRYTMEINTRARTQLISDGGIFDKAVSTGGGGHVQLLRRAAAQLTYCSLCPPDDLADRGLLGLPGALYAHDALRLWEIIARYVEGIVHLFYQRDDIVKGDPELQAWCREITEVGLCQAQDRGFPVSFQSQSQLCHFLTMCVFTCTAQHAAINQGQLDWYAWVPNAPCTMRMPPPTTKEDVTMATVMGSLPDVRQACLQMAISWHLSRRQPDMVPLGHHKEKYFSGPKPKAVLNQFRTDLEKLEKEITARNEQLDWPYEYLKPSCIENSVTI
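Hydroperoxide product was detected by ferrous iron/xylenol orange as the 573 to 405 nm absorbance ratio. Arachidonic acid at 40 uM (final) was turned over for 30 min at room temperature by 150 nM human 12hLO, pH 7.0 Hepes buffer, after 15 min compound preincubation.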
Vif-APOBEC3G blk: qHTS for Inhibitors of Vif-A3G Interactions: qHTS | Potency, µM (top dose mostly 46.1 µM), without a hit: top-dose activity, negative = active, usual class: inhibitors | AID 602310, 2012 | hit rate 0.076% among 410,000 | HeLa A3G-eYFP + Vif (tagged APOBEC3G with the HIV-1 protein that degrades it), YFP fluorescence, overnight | DNA dC->dU-editing enzyme APOBEC-3G (Homo sapiens), Q9HC16;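 further: on the % scale 0 is the no-effect control and ±100 the full control effect; nearly all actives have a fitted effect of over 60% in size; hits raise eYFP signal because A3G escapes Vif-driven loss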
Target sequence (Q9HC16 whole entry, looked up): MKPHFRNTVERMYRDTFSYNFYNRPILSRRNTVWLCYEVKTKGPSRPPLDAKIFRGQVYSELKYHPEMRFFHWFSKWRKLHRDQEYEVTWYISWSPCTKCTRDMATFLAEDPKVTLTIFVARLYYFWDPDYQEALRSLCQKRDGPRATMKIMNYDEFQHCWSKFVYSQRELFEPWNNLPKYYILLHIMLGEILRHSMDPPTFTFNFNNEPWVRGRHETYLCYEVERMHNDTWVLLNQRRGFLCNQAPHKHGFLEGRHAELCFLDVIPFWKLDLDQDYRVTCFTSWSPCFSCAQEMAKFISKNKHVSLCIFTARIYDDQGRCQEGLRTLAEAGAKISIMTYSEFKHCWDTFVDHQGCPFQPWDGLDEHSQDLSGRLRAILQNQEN
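HeLa cells stably expressing Vif and C-terminally eYFP-tagged A3G, seeded overnight at 37 deg C, then exposed to compound by pintool overnight at 37 deg C. Rise in yellow fluorescence (Ex 488/Em 500-530, Acumen) marks blocked Vif-driven A3G degradation.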
RXFP1 ag: qHTS Assay for Agonists of the Relaxin Receptor RXFP1 | Relaxin receptor 1 (Homo sapiens), Q9HBX9 | HEK293T-RXFP1 cAMP TR-FRET, 30 min; response scale: percent of porcine relaxin response, buffer zero | Potency, µM (series often up to 57.5 µM), inactives show top-dose activation, hits mostly activators | AID 2676, 2010 | hit rate 0.3% among 370,000; further: on the % scale 0 is the no-effect control and ±100 the full control effect; nearly all actives have a fitted effect of over 60% in size; many of its hits are not listed in these tables
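HEK293 cells stably expressing RXFP1, treated 30 min at 37C with compounds plus PDE4 inhibitor Ro 20174; cAMP measured by HTRF TR-FRET. Normalized to buffer and 29 nM porcine relaxin; EC50 by Hill fit.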
USP1 inh: Inhibitors of USP1/UAF1: Primary Screen. recombinant USP1/UAF1, Ub-Rhodamine cleavage fluorescence. Potency, µM (series often up to 57.1 µM), for inactives: at the top dose activity change, negative = inhibition, usual class: inhibitors. hit rate 0.23% among 390,000; further: on the % scale 0 is the no-effect control and ±100 the full control effect; nearly all actives have a fitted effect of over 60% in size; inactives centre near -12
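High-throughput fluorogenic screen: 1nM USP1/UAF1 complex, Ub-Rho substrate 150nM final, 50mM HEPES pH 7.8 with 0.5mM EDTA, 0.1 mg/ml BSA, 1mM TCEP and 0.01% Tween-20.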
IDH1 R132H inh: qHTS for Inhibitors of mutant isocitrate dehydrogenase 1 (IDH1): qHTS; Potency, µM (titrated, usually from 76.6 µM), inactives show top-dose activity change, negative = inhibition, most hits filed as inhibitors; AID 602179, 2012; Isocitrate dehydrogenase [NADP] cytoplasmic (Homo sapiens), O75874; IDH1-R132H enzyme, NADPH consumption, diaphorase/resazurin fluorescence; hit rate 0.093% among 390,000; further: on the % scale 0 is the no-effect control and ±100 the full control effect; nearly all actives have a fitted effect of over 65% in size
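IDH1-R132H (0.5 ug/mL) preincubated 30 min with compound, then NADPH (0.016 mM) and alpha-KG (2 mM) added; 80 min at RT, pH 7.5. Remaining NADPH coupled via diaphorase/resazurin to fluorescence (540/590 nm); concentration-response curves normalized to no-enzyme control.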
Vif-APOBEC3F blk: qHTS for Inhibitors of Vif-A3F Interactions: qHTS; HeLa A3F-eYFP + Vif (tagged APOBEC3F with the HIV-1 protein that degrades it), YFP fluorescence increase; Potency, µM (titrated, usually from 46.1 µM), without a hit: at the highest dose activity, negative = active; hit rate 0.2% among 390,000; AID 602313, 2012; further: % of control where 0% means no effect; nearly all actives have a fitted effect of over 65% in size
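Fluorescence increase (Ex 488/Em 500-530) after overnight compound treatment at 37 deg C flags inhibition of Vif-driven A3F-eYFP loss in stable HeLa A3F-eYFP/Vif cells seeded overnight beforehand.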
Starred values were filed as active, the others as inactive; ? = inconclusive; . = not tested or not shown; & = joins results of further samples; [ ] = remark or other dose. The call rests on the fitted dose curve; in most records, active means well fitted curve in the direction sought with a large enough effect; inconclusive means small, poorly fitted or top-dose-only effect, or another doubt; inactive means no such curve, though single readings can be large; an effect the other way counts as inactive or inconclusive. Potency means the concentration at half of the fitted maximal effect. These rows are one share of the data, so the mix of outcomes need not match the whole.

Start of the listing, in advance:
item | SMILES | rTrxR1 inhibitor | RGS4 inh | TrxR1 substrate | 12-LOX inh | Vif-APOBEC3G blk
1 | O=C(NCCc1ccccc1)c1cccc(NC(=O)c2ccccc2)c1 | 12% | 12% | -3% | -5% | 3%
2 | Cc1cc(C)nc(NC(=O)c2ccc(Cl)c(Cl)c2)n1 | -3%[57.1 µM] | 10% | 3%[57.1 µM] | 0% | 0%
3 | O=C(CN1C(=O)c2ccccc2S1(=O)=O)NC1CCCC1 | 23%[57.1 µM] | 13% | 7%[57.1 µM] | 20% | 0%

item | RXFP1 ag | USP1 inh | IDH1 R132H inh | Vif-APOBEC3F blk
1 | . | ? | -3% | 4%
2 | -0.3% | 5% | 8% | 4%
3 | 0.6% | -2% | 1% | -10%

Main list, from the start:
item | SMILES | rTrxR1 inhibitor | RGS4 inh | TrxR1 substrate | 12-LOX inh | Vif-APOBEC3G blk
1 | O=C(NCCc1ccccc1)c1cccc(NC(=O)c2ccccc2)c1 | 12% | 12% | -3% | -5% | 3%
2 | Cc1cc(C)nc(NC(=O)c2ccc(Cl)c(Cl)c2)n1 | -3%[57.1 µM] | 10% | 3%[57.1 µM] | 0% | 0%
3 | O=C(CN1C(=O)c2ccccc2S1(=O)=O)NC1CCCC1 | 23%[57.1 µM] | 13% | 7%[57.1 µM] | 20% | 0%
4 | CC(C)OC(=O)CSc1nnc(Cc2ccccc2)n1C | 19% | 7% | -7% | -22% | 0%
5 | CCc1cccc(CC)c1N(COC)C(=O)Cn1c(CO)nc2ccccc21 | -4% | -9% | -4% | 0% | -6%
6 | CC(C)c1ccc(NC(=S)NN2CCN(C)CC2)cc1 | -1% | 3% | 8% | -7% | -61%
7 | COc1ccc(-c2coc3cc(O)ccc3c2=O)cc1 | 2% | 12% | 18% | ? | -8%
8 | O=C(NCc1ccc(F)cc1)C1CCCN1C(=O)Nc1ccccc1 (stereo not given) | 34% | 2% | 5% | 4% | -5%
9 | Cc1ccc(NC(=O)C(C)N=C2NS(=O)(=O)c3ccccc32)cc1 (stereo not given) | 5%[57.1 µM] | -8% | 3%[57.1 µM] | 1% | -3%
10 | COc1ccccc1-c1nnc(NC(=O)c2ccccc2F)o1 | 4% | 3% | -1% | 23% | -11%

item | RXFP1 ag | USP1 inh | IDH1 R132H inh | Vif-APOBEC3F blk
1 | . | ? | -3% | 4%
2 | -0.3% | 5% | 8% | 4%
3 | 0.6% | -2% | 1% | -10%
4 | -0.3% | 3% | -4% | -11%
5 | 0.7% | -24% | 0% | -6%
6 | 1.7% | -18% | 15% | 1%
7 | . | -10% | -2% | 4%
8 | 0.0% | -11% | -1% | 0%
9 | 0.1% | -4% | 1% | 5%
10 | -0.4% | -28% | 0% | 6%

New compounds follow
item | SMILES | rTrxR1 inhibitor | RGS4 inh | TrxR1 substrate | 12-LOX inh | Vif-APOBEC3G blk
11 | COc1ccc(C(=O)n2nnc3ccccc32)cc1OC | 3.2µM* | 0% | -6% | -8% | 5%
12 | COc1ccccc1CNc1ccc(-c2nc(-c3ccco3)no2)cc1[N+](=O)[O-] | 3% | -4% | 1% | -24% | 4%
13 | COc1ccc(OCC(O)Cn2c(Br)nc3c2c(=O)[nH]c(=O)n3C)cc1 (stereo not given) | 8%[57.1 µM] | 5% | 11%[57.1 µM] | -12% | ?
14 | C[C@@H]1CCCCO[C@@H](CN(C)Cc2ccc3c(c2)OCO3)[C@@H](C)CN([C@H](C)CO)C(=O)c2cc(NS(=O)(=O)c3ccccc3)ccc2O1 | . | . | . | -12% | -2%
15 | O=C(NCc1ccccn1)C(=O)NCC(c1ccco1)N1CCN(c2ccc(F)cc2)CC1 (stereo not given) | 4% | 6%[11.4 µM] | 2% | -5% | 0%
16 | Cc1cccc(C(=O)NCCN2CCCC2)c1 | 28% | -7% | 4% | -3% | 3%
17 | COc1ccc(C(CNC(=O)Cc2ccccc2F)N2CCCCC2)cc1 (stereo not given) | 19%[57.1 µM] | -7% | 16%[57.1 µM] | -14% | 0%
18 | O=C(CSc1ccc(-c2ccco2)nn1)N1CCCC1 | 45µM* | -11% | 2% | -18% | 2%
19 | COC(=O)c1ccc(N2NC(=O)/C(=C/c3ccc(-c4ccc(Cl)c(C(=O)O)c4)o3)C2=O)cc1 | -43% | -16% | -4%[57.1 µM] | ? | 2%
20 | COc1cccc(C2C(C(C)=O)=C(O)C(=O)N2CCc2c[nH]c3ccccc23)c1 (stereo not given) | -11%[57.1 µM] | 18% | 4%[57.1 µM] | 5µM* | 0%

item | RXFP1 ag | USP1 inh | IDH1 R132H inh | Vif-APOBEC3F blk
11 | 1.5% | -5% | 2% | -7%
12 | 21% | -26% | 12% | ?
13 | 1.7% | 3% | 3% | -7%
14 | . | 6% | 1% | -2%
15 | -1.0% | -8% | -10% | -5%
16 | -1.7% | -13% | 10% | -1%
17 | -2.1% | -18% | 6% | -9%
18 | 0.7% | -24% | -11% | -1%
19 | 0.2% | -9% | 8% | -15%
20 | 8.7% | -9% | 2% | 3%

As entered above.
TrxR1 substrate, cpd 10 reads -1%
rTrxR1 inhibitor, cpd 20 reads -11%[57.1 µM]

The listing continues:
item | SMILES | rTrxR1 inhibitor | RGS4 inh | TrxR1 substrate | 12-LOX inh | Vif-APOBEC3G blk
21 | CCCN(CC(=O)Nc1ccc(F)c(F)c1F)CC(=O)Nc1c(C)n(C)n(-c2ccccc2)c1=O | -3% | -1% | -7% | 16% | -6%
22 | COc1cc2c(cc1OC)C(c1ccccc1F)OC(=O)C2 (stereo not given) | ? | -22% | 0% | -18% | -1%
23 | CC(=O)c1ccc(N2CCN(C(=O)CN(C)S(=O)(=O)c3cnc[nH]3)CC2)cc1 | -1%[11.4 µM] | -13% | -5%[11.4 µM] | -4% | 2%
24 | CSc1nc2ccc(NC(=O)c3ccc(Cl)s3)cc2s1 | 9% | 3% | 27% | 9% | 1%
25 | CCOC(=O)c1ccc(NC(=O)c2ccc(-c3cccc(Cl)c3C)o2)cc1 | 30% | ? | 25% | -15% | 5%
26 | CCCCC(CCC(=O)O)(C(=O)OCC)c1csc(Nc2ccc(C)cc2)n1 (stereo not given) | 24%[57.1 µM] | 25% | 2%[57.1 µM] | -29% | -2%
27 | Cc1cc(C)c(C)c(S(=O)(=O)ON2C(=O)c3ccccc3C2=O)c1C | 1.3µM* | ? | 26% | -26% | -19%
28 | COCCCNc1nc2c(c(=O)n(Cc3ccccc3)c(=O)n2C)n1C | 3% | -14% | 3% | 20%&-23% | 2%
29 | CCOC(=O)c1cc2c(=O)n3cccc(C)c3nc2n(CCOC)c1=NC(C)=O | -16%[57.1 µM] | 2% | 138%[activator][57.1 µM] | -21% | 3%
30 | Cc1cc(NC(=O)C(C)C)ncc1NC(=O)c1ccccn1 | 11% | 2%[11.4 µM] | -4% | -12% | 0%

item | RXFP1 ag | USP1 inh | IDH1 R132H inh | Vif-APOBEC3F blk
21 | 2.9% | 3% | 3% | -1%
22 | -1.2% | -22% | 6% | -6%
23 | 0.6% | -10% | 5% | 7%
24 | -0.7% | -16% | 0% | -3%
25 | 1.4% | -27% | 0% | -4%
26 | -0.5% | -10% | -3% | -8%
27 | 0.2% | -5% | 15% | -12%
28 | 9.1% | -18% | 8% | 7%
29 | ? | 3% | -1% | ?
30 | 2.3% | -23% | 1% | 2%

Next structures:
item | SMILES | rTrxR1 inhibitor | RGS4 inh | TrxR1 substrate | 12-LOX inh | Vif-APOBEC3G blk
31 | NS(=O)(=O)c1cc(C(=O)NC2CCSc3ccccc32)ccc1Cl (stereo not given) | -22% | ? | 1% | ? | 5%
32 | O=C(N/N=C/c1cccc2ccccc12)c1ccncc1 | 7% | -38% | -3% | 24% | -9%
33 | CCCCn1nc(C(=O)NCC(=O)Nc2c(C)cccc2C)c2ccccc2c1=O | ? | 3% | -15% | 11%&-27% | 1%
34 | C=CC(=O)N1c2ccccc2Sc2ccc(NC(=O)OCC)cc21 | ? | -14% | -2% | -1% | -29%
35 | CCCCCCCSc1nc(N)cc(=O)[nH]1 | 0% | 12% | -6% | 1% | 1%
36 | CC(C)NC(=O)N(C)C[C@H]1Oc2ccc(NC(=O)CCC(F)(F)F)cc2C(=O)N([C@H](C)CO)C[C@@H]1C | 2%[57.1 µM] | 7% | 3% | 4% | -7%

item | RXFP1 ag | USP1 inh | IDH1 R132H inh | Vif-APOBEC3F blk
31 | 0.2% | ? | -1% | -3%
32 | -1.3% | -7% | -4% | 3%
33 | -0.2% | -6% | 8% | -5%
34 | . | -9% | 1% | -9%
35 | 0.8% | -7% | 1% | -4%
36 | . | -24% | -11% | -2%
